MITF TRPM1 HTS: activators of MITF-driven TRPM1 promoter activity in SK-MEL-5 cells; activation, % at 12.5 µM; SK-MEL-5 TRPM1-promoter luciferase, 24 h; % of positive control, neutral wells = 0; hit rate 0.75% among 300,000;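 active = mean activation of at least 80% with every replicate also reaching 80%; inconclusive = mean reaches 80% but some replicate falls short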;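 note: 0% = neutral control wells and 100% = parthenolide positive control wells; values of inactives mirror those of a sister screen read the other way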
RTF Ca sens act: increases calcium sensitivity of human cardiac regulated thin filaments; P19429+P45379; hit rate 0.24% among 340,000; activation, % at 7.2 µM; IANBD-labeled TnC RTF fluorescence at EC20 calcium; 0% EC20 calcium, 100% full calcium;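 active = activation above the mean over all tested compounds plus 3 SD, cut at about 30% in these data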;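 note: rise in fluorescence read as greater calcium sensitivity of cardiac thin filaments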
V-ATPase pH: alters yeast V-ATPase proton transport | S. cerevisiae, pHLuorin cytosolic pH fluorescence | response, % at 10 µM | hit rate 0.37% among 350,000; in the data active = response mostly above about 7.3%, no sharp cut-off; inactive = mostly below about 5.4%; note: actives read high; inactives centre near 0; some compounds called inactive have numbers as strong as hits
dFosB act: mouse delta FosB homodimer activation; purified delta FosB, TAMRA-CDK5 oligo fluorescence polarization; percent of positive-control signal above neutral wells; hit rate 0.99% among 340,000; AID 493131; activation, % at 25 µM; P13346;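 active = mean activation above about 17%, with every replicate also reaching it, limit read from the data, passing the limit was not always enough; inconclusive = only one of the two conditions met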;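 note: fluorescence polarization rise as delta FosB binds a TAMRA Cdk5 AP-1 oligo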
CAL PDZ FP-1: inhibitors of human CAL PDZ peptide binding; Q9HD26; purified CAL PDZ, TMR-peptide fluorescence polarization, 1 h; inhibition, % at 20 µM; hit rate 0.02% among 330,000; AID 504414;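 active = highest replicate inhibition of at least 40%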;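 note: plate controls were DMSO neutral control wells for no effect and unlabeled competitor peptide control wells for full effect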
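Test system: tagged CAL PDZ domain / Buffer or medium: sodium phosphate/NaCl buffer pH 7.4 with TCEP, IgG, Thesit / Reagent: TMR-labelled reporter peptide T*-PRC34 bound in PDZ groove / Compound dosing: single point, 20 µM / Schedule: 1 h incubation at room temperature before polarization reading / Technique: fluorescence polarization (mP) / Benchmarks: unlabelled peptide, DMSO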
Tat transport: inhibitors of E. coli Tat protein transport; E. coli MC4100 TorA-mCherry Tat export, fluorescence; inhibition, % at 10 µM; hit rate 0.036% among 340,000;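 active = mean replicate inhibition at least 50% and at least half of replicates individually reaching 50%; inconclusive = only one of the two criteria met; inactive = neither criterion met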;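 note: exported cargo escapes ClpAP degradation while cytoplasmic cargo is degraded and loses fluorescence; 0% = median of neutral control wells and 100% = median of NaSCN control wells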
CAL PDZ FP-2: blocks peptide binding to the human CAL PDZ domain | hit rate 0.92% among 300,000 | purified CAL PDZ, TMR-peptide fluorescence polarization, 1 h | inhibition, % at 24.9 µM | AID 602252 | Q9HD26;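 active = mean inhibition of at least 30% with at least half of replicates also reaching 30%; inconclusive = no clear call, values can overlap the other calls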;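 note: 0% = DMSO neutral control and 100% = excess unlabeled competitor peptide PRC23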
Rtt109 Vps75: inhibitors of Candida albicans Rtt109/Vps75 histone acetyltransferase; AID 540336; purified Rtt109/Vps75, ThioGlo CoA-SH fluorescence, 4 h; hit rate 0.16% among 330,000; Q5AAJ8; inhibition, % at 34.9 µM;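 active = inhibition of at least 50% in every replicate; inconclusive = best replicate reaches 50% inhibition but some replicates fall short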
Target sequence (Q5AAJ8 whole entry, looked up): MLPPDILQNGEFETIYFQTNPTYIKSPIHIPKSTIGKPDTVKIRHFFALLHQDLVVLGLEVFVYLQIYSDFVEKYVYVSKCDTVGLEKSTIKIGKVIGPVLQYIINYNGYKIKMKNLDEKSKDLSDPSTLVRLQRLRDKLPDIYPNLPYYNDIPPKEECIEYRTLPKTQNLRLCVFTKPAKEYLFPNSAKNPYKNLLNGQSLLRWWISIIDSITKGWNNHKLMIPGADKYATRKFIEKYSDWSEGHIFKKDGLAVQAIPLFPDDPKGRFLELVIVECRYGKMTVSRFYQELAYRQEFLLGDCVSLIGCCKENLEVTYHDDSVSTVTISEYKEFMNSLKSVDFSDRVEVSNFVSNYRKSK
Wnt act: activates Wnt/beta-catenin signaling in a reporter cell assay | hit rate 1.2% among 300,000 | activator, plate reader | activation, % at 9.35 µM; in the data active = activation above about 30%, passing the limit was not always enough; inconclusive = no clear call, values can overlap the other calls;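 note: 0% = neutral control wells and 100% = positive control wells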
CDK5 p35 inh: inhibitors of human CDK5/p35 kinase | Recombinant CDK5/p35, ADP-Glo luminescence, 60 min | AID 488839 | hit rate 0.01% among 330,000 | inhibition, % at 10 µM | Q00535+Q15078;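 active = highest replicate inhibition of at least 50% and at least 75% of replicates reaching 50%; inconclusive = only one of the two criteria met; inactive = both criteria failed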;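 note: plate controls were DMSO neutral control for no effect and GW8510 at 10 µM for full effect; many of its hits are not listed in these tables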
Target sequence (Q00535 whole entry, looked up): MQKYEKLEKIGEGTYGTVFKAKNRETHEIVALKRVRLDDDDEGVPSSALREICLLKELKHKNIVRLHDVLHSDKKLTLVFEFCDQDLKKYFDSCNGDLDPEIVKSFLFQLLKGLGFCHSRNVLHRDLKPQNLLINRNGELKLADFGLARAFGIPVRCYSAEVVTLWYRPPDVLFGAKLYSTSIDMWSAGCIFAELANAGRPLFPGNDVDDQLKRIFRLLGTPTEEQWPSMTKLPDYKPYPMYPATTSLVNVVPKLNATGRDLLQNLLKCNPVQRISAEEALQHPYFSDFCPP
Target sequence (Q15078 whole entry, looked up): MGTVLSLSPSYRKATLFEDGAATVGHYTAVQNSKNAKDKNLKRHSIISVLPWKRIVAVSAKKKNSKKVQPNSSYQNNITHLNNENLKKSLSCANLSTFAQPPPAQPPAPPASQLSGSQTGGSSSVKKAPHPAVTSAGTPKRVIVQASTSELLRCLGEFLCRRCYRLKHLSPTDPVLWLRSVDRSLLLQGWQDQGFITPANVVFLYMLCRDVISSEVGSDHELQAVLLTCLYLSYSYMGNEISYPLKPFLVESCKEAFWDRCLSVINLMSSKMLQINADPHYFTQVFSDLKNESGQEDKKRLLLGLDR
An asterisk follows results filed as active; ? = inconclusive; nt = not tested or not shown. Compounds as they come; 4.1% or so of the library scored in one or more.

Values run as follows: MITF TRPM1 HTS	RTF Ca sens act	V-ATPase pH	dFosB act	CAL PDZ FP-1	Tat transport	CAL PDZ FP-2	Rtt109 Vps75	Wnt act	CDK5 p35 inh
CCN(CC)S(=O)(=O)c1cccc(NC(=O)c2ccc(Br)cc2)c1
    -1	-4	0	-13	nt	4	-5	1	-1	0.7
CCN(CC)CCNc1nc(SC)nc2sc3c(c12)CCN(C)C3
    2	-4	-4	-3	-1.3	-1	-5	-8	0	1.0
O=C(Nc1cccc(-c2cscn2)c1)C1CCN(Cc2ccsc2)CC1
    3	-2	-7	-9	-4.0	-5	-5	41	-3	-0.3
CCCCSC1=N/C(=C/c2ccsc2)C(=O)N1c1ccccc1
    -13	-6	-4	-1	-0.5	-11	-1	-4	0	0.0
N#Cc1c(NC(=S)NC(=O)c2ccccc2)sc2c1CCCC2
    68	-1	-1	4	0.1	-9	-4	5	nt	-1.7
Cc1ccc(N2CCN(C(=O)N3CCCC3)CC2)cc1C
    6	-4	-3	-3	-0.1	-16	11	0	nt	0.5
CCCCOc1ccc(-c2ncc([N+](=O)[O-])cn2)cc1
    nt	-3	-1	0	-0.2	1	-8	-9	40*	0.1
NC(=O)CN1CCN(S(=O)(=O)c2ccc(Cl)cc2)CC1
    6	4	0	14	-0.1	-7	-3	-5	-9	3.8
Cc1cc(NC(=O)COC(=O)C2CCC2)no1
    -5	-5	-1	-4	-3.6	-13	-7	-1	0	0.8
COc1cccc(NC(=O)c2nn(-c3ccc(OC)cc3OC)c(=O)c3ccccc23)c1
    1	3	-6	-16	-0.8	-8	0	-25	-11	0.7
COc1cccc(CC2(CO)CCN(CC3=CC[C@H]4C[C@@H]3C4(C)C)CC2)c1
    19	0	0	-7	-2.1	-4	nt	1	-2	0.0
CN(C)Cc1c(O)ccc2c(=O)c(-c3ccccc3)c(C(F)(F)F)oc12
    8	-7	0	-4	-1.4	-7	-8	2	-2	0.7
O=C(CSc1ncnc2nc[nH]c12)c1ccc2ccccc2c1
    8	-3	1	-10	-4.7	?	-8	5	4	-1.5
Fc1ccc(-c2csc(/C=C/c3ccc4c(c3)OCO4)n2)cc1
    23	0	9	-10	-1.2	9	-5	-2	?	-3.5
O=C1OC2(CCCC2)OC(=O)C1=Cc1c[nH]c2ccccc12
    0	7	3	2	-0.2	-4	nt	-2	-2	2.6
CC(C)c1ccc(C2C(C(=O)c3ccco3)=C(O)C(=O)N2CCN2CCOCC2)cc1 (stereo unspecified)
    5	-4	-3	-4	-2.1	2	-2	0	2	-0.1
Cc1ccc(NC(=O)C(C)Sc2nnc(C)n2C)cc1 (stereo unspecified)
    7	-5	1	-8	-1.0	3	10	-5	3	1.7
COc1ccc(C2/C=C\CN(C(=O)CC(C)C)CC(=O)N2Cc2ccc(F)cc2)cc1 (stereo unspecified)
    -6	-2	0	-7	-0.1	6	0	8	-4	-0.3
CCCCOc1ccc(CSc2ncn[nH]2)cc1
    67	5	4	0	-0.8	2	-5	3	-2	2.2
COC(=O)/C(C#N)=C/c1ccc(C)o1
    -6	-7	3	0	-0.6	1	4	-22	4	-1.1
CCn1cc(S(=O)(=O)CC(=O)Nc2ccc(C)cc2)c2ccccc21
    nt	2	-6	-11	-0.1	0	53*	9	-3	-2.0
COCCn1c(SCC(=O)N2CC(=O)Nc3ccccc32)nc2ccccc2c1=O
    -3	-2	0	-3	2.5	1	-1	9	-1	-1.6
O=[N+]([O-])c1cc(S(=O)(=O)N2CCOCC2)ccc1OCc1cccc(Cl)c1
    13	-1	0	9	-1.2	1	-10	-2	-4	-5.0
CCOc1ccc(CCNC(=O)CSc2nn(-c3ccc(C)c(Cl)c3)c(=S)s2)cc1OCC
    -6	1	-1	-5	0.0	2	1	-3	-5	-0.7
OC1(c2ccc(Cl)cc2)CN(c2ccccc2)C2=[N+]1CCS2 (stereo unspecified)
    -4	1	0	-12	-1.4	2	5	4	-2	0.2
CCCCNC(=S)NC(=O)c1ccccc1Br
    15	7	1	-3	-0.1	4	-3	-3	-1	1.7
O=C(/C=C/c1ccc(Cl)cc1Cl)c1ccc[nH]1
    43	8	0	-2	-2.1	10	1	1	nt	-3.4
Cc1cccc(NS(=O)(=O)c2cccc(C(=O)NNC(=O)c3ccccc3O)c2)c1
    7	0	1	-1	1.0	-35	nt	15	-5	0.9
Cc1ccc(OCCN(C)C(=O)C2CCC(=O)N(Cc3ccccc3F)C2)cc1 (stereo unspecified)
    5	-1	1	-5	-1.5	1	-3	1	-2	-1.7
CCN(CC)S(=O)(=O)c1ccc(N2CC(C(=O)NCCC3=CCCCC3)CC2=O)cc1 (stereo unspecified)
    -3	0	-5	-6	-1.6	7	45*	2	-9	0.5
CC1CCCN(CCCNC(=O)CN2C(=O)COc3ccccc32)C1 (stereo unspecified)
    6	-4	1	1	-2.4	-7	-1	14	-2	-1.1
Cc1ccccc1OCC(O)CN1CCN(c2ccc(Cl)cc2)CC1 (stereo unspecified)
    3	4	0	-4	-0.1	-6	-6	1	-1	1.0
COc1ccccc1-n1c(SCC(=O)Nc2ccc(C)cc2)nc(O)cc1=O
    0	-1	0	-12	-1.5	2	0	6	-2	-4.5
CCn1c(=O)c(C(=O)NCCc2ccc(Cl)cc2)c(O)c2ccccc21
    nt	6	2	6	-0.2	0	-3	-5	-1	2.3
COc1cc(NC(=O)COC(=O)c2ccccc2F)cc(OC)c1
    5	-4	-3	-5	-0.8	-3	nt	9	-1	-0.5
O=C(CSc1nnc(CN2CCOCC2)n1-c1ccccc1)N1CCc2ccccc21
    nt	9	-3	1	0.2	-4	1	-5	-2	-0.7
Cc1ncc(CO)c2c1Oc1nc(-c3ccccc3)nc(SCC(=O)Nc3cccc(O)c3)c1C2
    -3	-4	-2	-21	-7.5	0	6	1	5	-2.3
COc1ccc([C@H]2CC(=O)C=C(c3ccccc3-c3ccccc3)C2)cc1
    -17	7	-5	1	-1.1	11	-4	6	-14	-4.4
Cc1ccccc1NS(=O)(=O)c1ccc2c(c1)oc(=O)n2C
    -9	1	0	-5	0.1	-10	-8	nt	-4	0.8
Cc1ccc(N2C(=O)C(CC(=O)Nc3cccc(F)c3)N(CCc3ccncc3)C2=O)cc1 (stereo unspecified)
    19	-2	1	-6	-0.2	-5	3	-4	0	1.3
Cc1cc2nn(-c3ccc(Cl)cc3)nc2cc1N
    23	-5	-2	-11	-3.2	-6	3	3	33*	-1.0
Cc1ccc(NC(=S)N(CCN2CCCCC2)Cc2ccco2)cc1Cl
    -9	-2	5	-17	-2.5	6	-2	-4	-2	2.4
CCSc1nnc(NC(=O)C2CC(=O)N(Cc3ccccc3)C2)s1 (stereo unspecified)
    8	4	-4	-8	-2.1	8	3	2	1	0.4
Cc1cc(C(=O)OCC(=O)N(CC(C)C)c2c(N)n(Cc3ccccc3)c(=O)[nH]c2=O)c(C)o1
    -8	-5	2	-6	-2.3	-3	-2	0	-1	0.6
COc1ccc(CCNC(=O)CN2C(=O)NC3(CCOc4ccccc43)C2=O)cc1 (stereo unspecified)
    -6	1	-4	-2	-0.5	6	0	2	7	-0.8
COc1ccc(OCc2cc(C(=O)NCc3nc(C)cs3)no2)c(Cl)c1
    48	4	0	-6	0.1	35	-4	-1	14	-10
Cc1noc(C)c1C(=O)Nc1nc(-c2ccc(F)cc2)cs1
    7	1	2	-8	-0.7	1	-5	-15	5	3.3
COc1ccc(CC(NC(C)=O)C(=O)NC2CCN(S(=O)(=O)c3ccc(NC(C)=O)cc3)CC2)c(OC)c1 (stereo unspecified)
    9	-3	0	-3	-0.6	-1	-12	7	-1	1.3
CCCn1c(=O)c(C(=O)NCC2CCCO2)c(O)c2ccccc21 (stereo unspecified)
    1	1	2	-24	-1.6	3	nt	4	1	-2.0
CCC(=O)c1cn(CC(=O)Nc2cc(C)ccc2C)c2ccccc12
    5	0	0	-4	0.7	-7	-7	-4	0	1.0

Additional entries follow:
Values run as follows: MITF TRPM1 HTS	RTF Ca sens act	V-ATPase pH	dFosB act	CAL PDZ FP-1	Tat transport	CAL PDZ FP-2	Rtt109 Vps75	Wnt act	CDK5 p35 inh
O=C(c1ccccc1)c1ccc2c(c1)OCCCO2
    nt	-1	2	5	-0.9	-3	nt	-2	1	2.0
CN(C)c1ccc(NC(=O)CN2CCN(S(=O)(=O)c3cc(Cl)ccc3Cl)CC2)cc1
    nt	-4	0	1	0.3	0	-9	3	-2	2.0
Cc1cc(-c2nnc(SCC(=O)Nc3ccccc3C(F)(F)F)o2)c(C)n1-c1ccccc1
    3	2	0	2	-1.1	3	1	9	nt	-1.3
CCn1c(C)nc2cc(C(=O)NN=Cc3ccc([N+](=O)[O-])cc3)ccc21
    9	-2	2	-7	-0.6	5	-5	-3	4	1.0
CC(C)N(CCO)Cc1nc(C(c2ccccc2)c2ccccc2)no1
    nt	14	8	-2	-0.7	1	-4	0	3	-0.7
CCSc1nc2c(cnn2-c2ccc(C)c(C)c2)c(=O)[nH]1
    nt	0	-1	-3	-0.5	5	-1	-1	-2	-6.1
CCCNC(=O)c1c(N)n(-c2cccc(OC)c2)c2nc3ccccc3nc12
    0	1	5	-13	-0.9	-1	-2	5	-3	0.2
O=C1CC(c2ccccc2Cl)=NN(c2ncnc3ccccc23)C1=O
    -13	1	3	4	0.0	-4	4	-6	0	-4.1
COC(=O)c1c(SCC(=O)Nc2ccc(C)cc2)nc(=O)[nH]c1C
    9	3	0	-10	-0.3	-6	5	-5	-1	0.8
Cc1ccc(N)c(C(O)(C(F)(F)F)C(F)(F)F)c1
    -9	1	1	-13	0.7	8	nt	18	0	0.9
Cc1ccc(N=Cc2c(O)n(-c3ccc4c(c3)OCO4)c(=O)c3ccccc23)cc1
    -6	-3	3	-10	-0.2	-6	0	-9	nt	2.1
O=C(Nc1ccc(N2CCCC(O)C2)cc1)c1snc2c(=O)[nH]cnc12 (stereo unspecified)
    18	5	-3	0	-1.1	4	-2	46	nt	-1.4
CCc1nn(-c2ccccc2)c2c1-c1cc(OC)c(OC)cc1C1(N2)C(=O)Nc2ccccc21 (stereo unspecified)
    10	5	3	-3	-0.4	-6	-2	-5	nt	0.8
COc1ccccc1NC(=O)Cn1c(CN2CCCCC2)nc2ccccc2c1=O
    -14	-1	2	-14	-3.4	-3	-22	6	nt	1.6
Cc1ccccc1-n1c(N)c(C(=O)Nc2ccc(F)cc2)sc1=S
    16	2	0	-12	0.1	-13	1	0	-2	-1.1
CCOC(=O)C1CCN(C(=O)CC(NS(=O)(=O)c2ccc(OC)cc2)C(C)C)CC1 (stereo unspecified)
    -13	-3	0	-4	-0.5	-16	nt	-2	nt	1.6
O=C(CSc1nnc2scc(-c3ccccc3)n12)NCc1ccco1
    14	0	-1	-2	-0.2	-18	-4	1	nt	-0.3

Screening data as filed in PubChem.
